Screening results: PubChem, The Scripps Research Institute Molecular Screening Center
FBW7 activator: activators of human E3 ligase FBW7 | normalized activity (activation), % at 26.1 µM | AlphaScreen FBW7–phospho-cyclin E peptide binding, activator screen | actives 0.13% (n = 650,000) | Q969H0 | AID 1259310; in the data active = normalized activity above about 1.9%;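 also: purified mutant Fbw7 with reduced substrate affinity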
Target sequence (Q969H0 whole entry, looked up): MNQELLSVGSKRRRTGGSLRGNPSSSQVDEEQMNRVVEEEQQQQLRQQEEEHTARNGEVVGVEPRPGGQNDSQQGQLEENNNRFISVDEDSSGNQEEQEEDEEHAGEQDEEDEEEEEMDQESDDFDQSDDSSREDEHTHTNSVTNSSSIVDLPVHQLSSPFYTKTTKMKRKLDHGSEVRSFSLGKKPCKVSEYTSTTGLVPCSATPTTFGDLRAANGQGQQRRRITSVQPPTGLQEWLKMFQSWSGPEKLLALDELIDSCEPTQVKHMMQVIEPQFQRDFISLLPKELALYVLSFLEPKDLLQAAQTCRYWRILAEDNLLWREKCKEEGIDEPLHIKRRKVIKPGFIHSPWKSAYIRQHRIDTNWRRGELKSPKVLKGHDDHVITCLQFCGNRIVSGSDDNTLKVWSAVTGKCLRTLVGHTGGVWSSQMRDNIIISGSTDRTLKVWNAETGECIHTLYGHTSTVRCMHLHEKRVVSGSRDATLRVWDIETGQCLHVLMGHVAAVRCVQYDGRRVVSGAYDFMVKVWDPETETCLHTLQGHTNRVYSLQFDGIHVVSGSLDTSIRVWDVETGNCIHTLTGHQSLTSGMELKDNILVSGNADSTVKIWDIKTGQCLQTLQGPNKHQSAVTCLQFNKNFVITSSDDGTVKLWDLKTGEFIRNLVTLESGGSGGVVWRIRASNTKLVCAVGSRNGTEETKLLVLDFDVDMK
TEAD-YAP inh: TEAD-YAP interaction inhibition. HEK-TIYL cells, TEAD-Gal4/YAP UAS-luciferase luminescence. inhibition, % at 9.12 µM. actives 1.4% (n = 640,000); in the data active = inhibition above about 32%;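 also: 0% = median of test compound wells and 100% = reference inhibitor wells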
GPR151 ag: human GPR151 activation. Q8TDV0. PathHunter beta-arrestin GPR151 cells, luminescence. AID 1508602. actives 1% (n = 650,000). activation, % at 11.2 µM; in the data active = activation above about 4.9%;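 also: 0% = median of compound wells and 100% = cells with positive control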
Target sequence (Q8TDV0 whole entry, looked up): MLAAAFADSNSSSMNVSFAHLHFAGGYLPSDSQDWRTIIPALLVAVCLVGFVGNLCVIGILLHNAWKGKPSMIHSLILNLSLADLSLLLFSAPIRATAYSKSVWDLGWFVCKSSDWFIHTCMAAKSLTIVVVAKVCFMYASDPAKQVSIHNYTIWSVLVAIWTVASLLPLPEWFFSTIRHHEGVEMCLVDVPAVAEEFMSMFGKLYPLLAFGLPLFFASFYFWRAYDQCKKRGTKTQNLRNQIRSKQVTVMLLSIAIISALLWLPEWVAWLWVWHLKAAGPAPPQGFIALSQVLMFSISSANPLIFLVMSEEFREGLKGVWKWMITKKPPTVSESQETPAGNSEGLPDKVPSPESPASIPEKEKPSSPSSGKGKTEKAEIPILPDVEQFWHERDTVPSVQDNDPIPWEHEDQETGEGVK
MITF inh: inhibitors of human MITF. actives 0.91% (n = 650,000). inhibition, % at 2.6 µM. AlphaScreen MITF homodimerization, bead proximity signal. O75030; in the data active = inhibition above about 50%;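 also: 0% = vehicle wells with protein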
The depositor's hits bear a star; . = not tested or not shown.

SMILES	FBW7 activator	TEAD-YAP inh	GPR151 ag	MITF inh
N#Cc1cc([N+](=O)[O-])ccc1N1CCCCCCC1	0.1	2	-0.6	9
COc1ccc(Cl)cc1NC(=O)Cc1csc(SCc2ccc(F)cc2)n1	0.3	-5	1.3	4
O=C(c1cn(-c2ccccc2)nc1-c1ccc(Cl)cc1)N1CCc2ccccc2C1	0.0	4	-0.1	4
CCn1c(=S)sc2c(=O)[nH]c(-c3ccc4c(c3)OCO4)nc21	-0.1	-2	-1.3	6
Cc1ccc(C(=O)CN2C(=O)C(C)(C)Oc3ccc(C(=O)N4CCCCC4)cc32)cc1	-0.1	-5	0.9	10
S=C(c1cn(Cc2ccc(Br)cc2)c2ccccc12)N1CCOCC1	0.0	6	-1.4	6
O=C1c2cccc3cc([N+](=O)[O-])cc(c23)C(=O)N1/N=C/c1ccc(O)cc1O	0.0	-11	-0.3	4
COc1cccc(N2CC(C(=O)Nc3ccc(Br)cc3)CC2=O)c1 (stereo unspecified)	0.1	7	-1.9	12
COc1ccc(-n2nc3c(c2NC(=O)c2cccs2)CS(=O)(=O)C3)cc1	0.5	5	0.0	10
Cc1ccc(-n2c(SCC(=O)N3CCOCC3)nnc2-c2ccncc2)c(C)c1	1.4	9	0.5	1
COc1ccc(C(=O)Nc2ccccc2C2(C)CC2)cc1	0.0	-14	0.0	-15
O=C1c2cccc([N+](=O)[O-])c2C(=O)N1C1CCCCCCC1	0.2	15	-0.7	17
CCCC[P+](CCCC)(CCCC)Cc1ccc(NC(=O)[C@@H](Cc2ccc3ccccc3c2)NC(=NC2CCCCC2)NC2CCCCC2)cc1	-0.1	.	-0.8	-2
Cc1ccsc1C=Nc1ccc(S(N)(=O)=O)cc1	0.1	3	0.1	14
CC/C=C\C/C=C\C/C=C\CCCCCCCCCC(=O)O	.	.	-0.2	6
O=C(Nc1ccc(Br)cc1)C1CC(O)CN1C(=O)OCc1ccccc1 (stereo unspecified)	0.1	18	-0.4	15
CCOc1ccccc1CNC(=O)C(CC)n1c2ccccc2c2nc(=O)cc(C)n21 (stereo unspecified)	0.0	12	0.1	3
CCOCCCNC(=O)c1ccccc1F	0.1	0	-0.3	15
N#Cc1sc(NCc2ccccc2)nc1Cl	0.0	0	-0.9	-2
Cc1cccc(Cc2nnc(CCC(=O)N(C)C(C)c3ccc4c(c3)OCCO4)o2)c1 (stereo unspecified)	-0.1	-55	1.1	3
FC(F)(F)c1ccc(Cn2cnc3c(Nc4ccc5c(c4)OCO5)nc(N4CCN(Cc5ccc6c(c5)OCO6)CC4)nc32)cc1	-0.1	3	0.1	28
Cn1cc(CN2CCC(C(Cc3ccccc3)N(C(=O)c3ccco3)C3CC3)CC2)cn1 (stereo unspecified)	0.2	-2	-0.9	15
O=C(NC1CC1)c1ccc(-c2cccc(C(=O)NCc3cccc(C(F)(F)F)c3)n2)cc1	0.1	5	4.5	12
N#CC1=C(N)C(C#N)(C#N)C(c2cccc(F)c2)C2CCCC=C12 (stereo unspecified)	-0.1	3	-0.6	9
COc1cccc(NC(=O)CCn2c(=O)oc3ccccc32)c1	-0.1	-1	0.2	4
CN1CCN(/N=C2/C=C(c3ccccc3)C(O)(c3ccccc3)C2)CC1 (stereo unspecified)	0.0	11	-0.1	0
Cc1ccc(NS(=O)(=O)c2ccc3c(c2)CCCC3)cc1N1CCCC1=O	-0.3	29	0.4	0
O=C(c1cc2ccccc2o1)c1cnc2ccccn12	0.1	40*	-11	6
COc1ccc2nc(NC(=O)c3cc4ccccc4o3)sc2c1	-0.2	-22	-0.1	0
CC(=O)c1ccc(-c2ccc(/C=C3\SC(=Nc4ccccc4Cl)NC3=O)o2)cc1	-0.2	2	-1.4	12

Given as a markdown table: entries from further up.
| structure | FBW7 activator | TEAD-YAP inh | GPR151 ag | MITF inh |
| --- | --- | --- | --- | --- |
| CCOc1ccccc1CNC(=O)C(CC)n1c2ccccc2c2nc(=O)cc(C)n21 (stereo unspecified) | 0.0 | 12 | 0.1 | 3 |
| N#Cc1sc(NCc2ccccc2)nc1Cl | 0.0 | 0 | -0.9 | -2 |

Carrying on:
SMILES	FBW7 activator	TEAD-YAP inh	GPR151 ag	MITF inh
O/C=c1\ccc2cccc3nc(C(F)(F)F)nc1c23	0.0	4	-1.8	24
CSc1ncc(C(=O)Nc2c(C)cc(C)cc2C)c(C)n1	0.1	2	0.4	-8
Cc1cccc(N2C(=O)NC(=O)/C(=C\c3ccc(-c4ccc(C(=O)O)cc4)o3)C2=O)c1	-0.1	-8	0.3	7
O=C(NCc1cccc(Cl)c1)c1ccc2c(=O)n(CCc3ccccc3)c(SCc3cccc(Cl)c3)nc2c1	0.5	-3	-0.9	0
COc1ccccc1C(=O)Nc1ccc(-c2nnn(CC(=O)NCc3ccco3)n2)cc1	0.1	-6	-0.4	6
CC(=O)C(C)OC(=O)c1ccc(S(=O)(=O)N(C)C)cc1 (stereo unspecified)	0.1	1	-2.5	3
COc1ccc(COc2ccc3c(C(F)(F)F)cc(=O)oc3c2)cc1	0.3	7	-0.1	9
C=CCn1c(SCC(N)=O)nnc1-c1ccccc1	0.0	-6	1.0	-5
CC(=O)c1ccc(OCCCC(=O)Nc2ccc(C)cc2)cc1	-0.2	1	-1.8	5
Cc1nonc1CN(C)C(=O)c1cc(COc2cccc(C(F)(F)F)c2)on1	-0.1	-11	0.6	-9
COc1cccc(-c2nc(CS(=O)CC(=O)NCC(OC)OC)c(C)o2)c1 (stereo unspecified)	0.0	1	0.8	-1
CC(C)CC(=O)Nc1nccs1	0.1	5	-1.7	14
COc1ccc(C(C)=O)cc1CSc1nc2ccccc2c(=O)n1NC(=O)CCc1c[nH]c2ccccc12	-0.1	8	0.1	0
Cc1nc(NCc2ccncc2)c2c(C)c(C)sc2n1	0.3	-10	-0.7	11
CCSC1=C(C#N)C2(CCN(C)CC2)C(C#N)C(=O)N1 (stereo unspecified)	0.2	2	-1.0	-14
CS(=O)(=O)Nc1cccc(-c2nc3cccnc3s2)c1	0.4	-22	-1.4	1
Cc1cc(C)cc(NC(=O)CCNS(=O)(=O)c2ccc3c(c2)oc(=O)n3C)c1	0.1	8	-0.3	-9
CCOc1cc(C(Nc2cccnc2)c2ccc3cccnc3c2O)ccc1O (stereo unspecified)	-0.1	-2	2.3	5
Cc1ccc(NC(=O)CN2C(=O)NC3(CCCC3)C2=O)cc1I	0.1	-1	-0.1	4
CCOC(=O)c1c(C)[nH]c(C(=O)NNC(=O)c2cccc(Br)c2)c1C	0.0	-35	-1.5	-5
Cc1ccc(C)c(N2CCN(S(=O)(=O)c3cc(Br)cnc3N)CC2)c1	-0.1	1	0.1	-1
COc1cccc(CN2CCN(C(=O)c3ccncc3)CC2)c1	0.1	0	0.4	81*
CCN(CC)C1=Nc2cc(C(=O)NCc3ccc(Cl)cc3)ccc2Sc2ccccc21	0.2	-1	0.7	13
CCC(=O)Nc1sc2c(c1C(=O)Nc1ccccc1OC)CCC2	0.0	16	0.3	19
C1CNCCOCCNCCN1	-0.2	7	0.3	16
CC[C@@H](Cn1nc(-c2ccc(F)c(F)c2)ccc1=O)NC(=O)Cc1nonc1C	-0.1	5	-0.5	3
C=CCn1nnnc1SCC(=O)Nc1ccccc1	0.0	6	-0.2	-1
COc1ccc(C2=NN(C(=O)Cn3ccsc3=N)C(c3ccco3)C2)cc1 (stereo unspecified)	-0.2	2	-0.1	4
CSc1ccc(CC(=O)NCC2CC(Cc3cccc(F)c3)=NO2)cc1 (stereo unspecified)	0.9	10	-0.4	14
COc1ccccc1OCCOc1ccc(-c2nc3sc4c(c3c(=O)[nH]2)CCCC4)cc1	-0.2	6	2.4	-5

6 of the compounds above, comma-delimited:
Compound,FBW7 activator,TEAD-YAP inh,GPR151 ag,MITF inh
Cc1cccc(N2C(=O)NC(=O)/C(=C\c3ccc(-c4ccc(C(=O)O)cc4)o3)C2=O)c1,-0.1,-8,0.3,7
COc1ccc(COc2ccc3c(C(F)(F)F)cc(=O)oc3c2)cc1,0.3,7,-0.1,9
COc1cccc(-c2nc(CS(=O)CC(=O)NCC(OC)OC)c(C)o2)c1 (stereo unspecified),0.0,1,0.8,-1
Cc1ccc(-n2c(SCC(=O)N3CCOCC3)nnc2-c2ccncc2)c(C)c1,1.4,9,0.5,1
COc1ccccc1OCCOc1ccc(-c2nc3sc4c(c3c(=O)[nH]2)CCCC4)cc1,-0.2,6,2.4,-5
Cc1cc(C)cc(NC(=O)CCNS(=O)(=O)c2ccc3c(c2)oc(=O)n3C)c1,0.1,8,-0.3,-9

Other structures follow.
SMILES	FBW7 activator	TEAD-YAP inh	GPR151 ag	MITF inh
Cc1cc(OCC(O)CN2CCN(c3ccccn3)CC2)ccc1C(C)C (stereo unspecified)	-0.1	6	1.6	13
COc1ccc2c(COC(=O)c3ccc(-n4nc(C)cc4C)cc3)cc(=O)oc2c1	-0.1	1	-0.7	-1
CCN(C(=O)Cn1c(=O)n(Cc2ccco2)c(=O)c2ccccc21)c1cccc(C)c1	-0.1	17	1.6	4
C/C(=N\n1nnnc1N)c1ccc(Br)cc1	-0.1	1	0.2	11
Nc1nc(F)cc(Oc2ccccc2F)n1	-0.1	5	2.9	6
Fc1ccc(N2CCN(c3ncnc4c3c(-c3ccccc3)cn4-c3ccccc3)CC2)cc1	-0.1	-2	1.1	-4
COc1ccc(-n2nc(C(=O)NCC(=O)NCC3CCCO3)c3ccccc3c2=O)cc1 (stereo unspecified)	0.2	0	0.0	24
CCN(CC)S(=O)(=O)c1ccc(Cl)c(C(=O)Oc2ccc(C)c(C)c2)c1	-0.1	-1	-0.4	-6
CCN1C(=O)CC(CC(=O)N2CCCC(C(N)=O)C2)(c2ccccc2C)C1=O (stereo unspecified)	-0.2	-5	1.8	3
CCCN(CCC)C(=O)CSc1nc2nc(C)c(Cc3ccc(F)cc3Cl)c(C)n2n1	0.2	-1	-0.7	9
CCc1cccc(N(C(=O)c2csnn2)C(C(=O)NC2CCCC2)c2ccncc2)c1 (stereo unspecified)	-0.1	5	-0.2	-3
CC(C)(C)n1nnnc1C(c1ccccc1Cl)N1CCN(C(=O)c2ccco2)CC1 (stereo unspecified)	0.1	0	-1.2	21
CCC(=O)n1nc(-c2cccnc2)nc1NCc1ccco1	0.1	-2	0.4	7
CN1C(=O)/C(=c2\sc3n(c2=O)CCCN=3)c2ccccc21	0.1	5	-0.7	22
COc1ccc2ncc(C(=O)c3ccc(C)cc3)c(N3CCC(C(N)=O)CC3)c2c1	0.1	6	0.7	5

A draw from above in order of count of non-hydrogen atoms, lowest first.
SMILES	FBW7 activator	TEAD-YAP inh	GPR151 ag	MITF inh
O/C=c1\ccc2cccc3nc(C(F)(F)F)nc1c23	0.0	4	-1.8	24
COc1ccc(C2=NN(C(=O)Cn3ccsc3=N)C(c3ccco3)C2)cc1 (stereo unspecified)	-0.2	2	-0.1	4
CCOc1ccccc1CNC(=O)C(CC)n1c2ccccc2c2nc(=O)cc(C)n21 (stereo unspecified)	0.0	12	0.1	3
COc1ccc(-n2nc(C(=O)NCC(=O)NCC3CCCO3)c3ccccc3c2=O)cc1 (stereo unspecified)	0.2	0	0.0	24

Following part.
SMILES	FBW7 activator	TEAD-YAP inh	GPR151 ag	MITF inh
CCOc1cccc2c1OC(c1ccc(F)c(F)c1)N1N=C(c3cccs3)CC21 (stereo unspecified)	-0.1	-65	0.6	-4
COc1cc(NC(=O)c2sc3ccccc3c2Cl)c(OC)cc1Cl	0.0	7	-0.7	4
CCOc1ccc(CN2CCN(S(=O)(=O)c3ccc(F)cc3)CC2)cc1	0.4	12	-0.4	42
Cc1ccccc1CN(CCCN(C)C)CCCN(C)C	0.5	13	-1.2	46
COc1ccc(OC)c(C2CC(c3ccc(C)cc3)=NN2C(C)=O)c1 (stereo unspecified)	-0.1	0	1.0	6
Cc1cccn2c(=O)c3cc(C(=O)N4CCOCC4)c(=N)n(CCN4CCOCC4)c3nc12	0.0	9	0.2	11
O=C(NCc1ccco1)C1CCCN(S(=O)(=O)c2cccc3cccnc23)C1 (stereo unspecified)	0.2	4	0.4	12
Cc1cccc(NC(=O)c2cc(Cl)ccc2[N+](=O)[O-])c1	-0.1	45*	-1.1	0
COc1ccccc1N1CCN(CCCNC(=O)Nc2ccc(Br)cc2)CC1	2.9*	3	-0.6	-12
COCCN1CCc2c(C)c(C#N)c3nc4ccccc4n3c21	-0.1	-7	1.0	-7
O=C(Nc1nncs1)c1cc(=O)c2ccccc2o1	-0.2	8	-2.8	-19
CCOc1ccc(/C=N/Nc2nnc(C)c(=O)[nH]2)cc1	0.0	-6	-0.2	8
CCOC(=O)c1c(NC(=O)COc2ccc3c(C)cc(=O)oc3c2)sc2c1CCC(C)C2 (stereo unspecified)	0.1	3	5.4*	-5
O=C(Cc1ccc(-c2ccccc2)cc1)N1CCCCC1	-0.1	-31	-0.2	5
Cc1ccc(S(=O)(=O)NC(=O)COc2ccccc2C(=O)Nc2ccccc2)cc1	0.0	2	-1.9	4
COC(=O)CCCC(=O)NC(C)c1cnn(-c2ccccc2C)c1C (stereo unspecified)	0.3	7	-0.8	-3
Cc1[nH]nc2c1C(c1cccc(OCc3ccc(Cl)cc3Cl)c1)C(C#N)=C(N)O2 (stereo unspecified)	1.2	-42	-1.5	26
COC(=O)CSc1nc2c(c(C3CC=CCC3)c1C#N)CCC2 (stereo unspecified)	0.1	-3	-1.1	7
NC(=O)Nc1ccc(C(=O)OCC(=O)N2CC(=O)Nc3ccccc32)cc1	0.0	-9	0.5	-3
COC(=O)C1=C(C)N(c2ccc(OC)cc2)C(=O)/C1=C\c1ccc(Cl)cc1	-0.1	-6	-1.4	-2
CCOc1cc(/C=C2\N=C(c3cccc(Br)c3)OC2=O)cc(I)c1OC(C)=O	0.4	1	-0.7	5
COc1ccc(OC)c(NS(=O)(=O)c2ccc(NC(C)=O)cc2)c1	0.1	12	2.2	17

Random draw from the library, and some 3.4% of all compounds hit somewhere here.
